# FID counter – displaces DNA intercalator in HCV helicase counter-screen; 0.17% of 290,000 active; DNA fluorescent intercalator displacement, fluorescence; inhibition, % at 7.9 µM; in the data active means inhibition above about 37%;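 further: 0% = vehicle and 100% = reference compound; higher means more ethidium bromide displaced from hairpin DNA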
# VIM-2 inhibitor – blocks Pseudomonas aeruginosa VIM-2 metallo-beta-lactamase. purified VIM-2, nitrocefin hydrolysis, epi-absorbance fluorescence. inhibition, % at 5.6 µM. 0.89% of 290,000 active. AID 1527;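 active means inhibition above the mean of all tested compounds plus 3 SD, cutoff set per screening run, cut at about 7.5% in these data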;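 further: red hydrolysis product quenches plate fluorescence so inhibitors raise well fluorescence; 0% = enzyme with DMSO and 100% = DMSO without enzyme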
# SUMO HTRF inh – blocks human SUMOylation mediated by UBC9; HTRF SUMOylation assay, SAE1/SAE2 + UBC9, in vitro; P63279; 0.36% of 290,000 active; AID 2006; inhibition, % at 35 µM; in the data active means inhibition above about 50%, passing the limit was not always enough; inconclusive means no clear call, values can overlap the other calls; further: strong numbers were not always called active
# Target sequence (P63279 whole entry, looked up): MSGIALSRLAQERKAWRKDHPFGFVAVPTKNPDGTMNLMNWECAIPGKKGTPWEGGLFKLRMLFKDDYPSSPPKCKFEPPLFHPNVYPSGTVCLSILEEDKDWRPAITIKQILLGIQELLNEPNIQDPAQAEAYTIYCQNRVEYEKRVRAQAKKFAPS
# NALP1 yeast inh – blocks the NALP1 inflammasome reconstituted in yeast. S. cerevisiae NALP1/ASC/caspase-1 growth, X-gal OD620, 72 h. inhibition, % at 10 µM. AID 2071. 0.61% of 280,000 active; in the data active means inhibition mostly above about 24%, no sharp cut-off; inactive means mostly below about 32%; further: some compounds called inactive have numbers as strong as hits
# HCV NS3 hel inh – blocks Hepatitis C virus NS3 helicase unwinding. NS3 helicase DNA unwinding, Cy5 molecular beacon fluorescence. inhibition, % at 10.9 µM. 0.56% of 290,000 active. AID 1800;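 active means inhibition above the mean of all tested compounds plus 3 SD, set per campaign, cut at about 35% in these data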;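 further: 0% = DMSO wells and 100% = thioflavine S control wells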
#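 Test system: hepatitis C virus NS3 helicase domain fragment enzyme. Also added: annealed dual-labelled DNA beacon duplex, ATP-started. Timing: 60 min unwinding reaction at 25 °C after ATP addition. Technique: Cy5 fluorescence. Measure: % inhibition of unwinding.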
# MEKK2mut PB1 HTS – signal of MEK5 binding to mutant human MEKK2 PB1 domain. 0.35% of 290,000 active. bead flow cytometry, Alexa488-MEK5 binding to MEKK2 mutant. AID 1530. percent response, % at 10 µM; in the data active means percent response above about 24%, passing the limit was not always enough; further: inactives centre near 1; some results filed as inactive read as strong as hits
# MEKK2 WT-MEK5 – raises or lowers MEK5 binding to wildtype human MEKK2 PB1 domain. Q9Y2U5. bead flow cytometry, Alexa488-MEK5 binding to MEKK2 WT; actives lie on both sides. AID 1531. 1.1% of 290,000 active. binding response (% of control), % at 10 µM; in the data active means binding response below about 67% or above about 130%; inconclusive means no clear call, values can overlap the other calls; inactive means in between
# M18AAP inhibitor – PfM18AAP enzyme inhibition. recombinant PfM18AAP, H-Glu-NHMec fluorogenic cleavage. inhibition, % at 7.35 µM. 1.2% of 290,000 active. AID 1822;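 active means inhibition above the campaign mean inhibition over all tested compounds plus 3 SD, cut at about 28% in these data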;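 further: 0% = plate median of test compound wells and 100% = 2 mM ZnCl2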
# IMP-1 inhibitor – blocks Pseudomonas aeruginosa IMP-1 metallo-beta-lactamase; 0.45% of 290,000 active; AID 1556; purified IMP-1, nitrocefin hydrolysis, epi-absorbance fluorescence; inhibition, % at 5.6 µM;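 active means inhibition above the mean plus 3 SD of all compounds in the same screening run, cut at about 4.5% in these data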;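 further: 0% = IMP-1 with DMSO and 100% = DMSO wells lacking enzyme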
#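 System – purified recombinant IMP-1 beta-lactamase · Input – IMP-1 dispensed at 0.2 nM · Timing – 15 min preincubation plus 25 min reaction at 25 °C · Signal – Epi-absorbance fluorescence, 480 nm excitation, 530 nm emission · Measure – percent IMP-1 inhibition derived from blank-referenced optical density · Controls – Enzyme-plus-DMSO low control, enzyme-free DMSO high control · Replication – singlicate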
# An asterisk follows results filed as active; u = inconclusive; x = no result given.
SMILES,FID counter,VIM-2 inhibitor,SUMO HTRF inh,NALP1 yeast inh,HCV NS3 hel inh,MEKK2mut PB1 HTS,MEKK2 WT-MEK5,M18AAP inhibitor,IMP-1 inhibitor
Cc1nc([N+](=O)[O-])cn1CC(=O)c1ccc(OC(F)(F)F)cc1,-3.8,2.7,12.8,14.3,14.4,-6.0,94.0,-16.6,1.5
CC(C)CC(=O)NC(c1cccs1)c1ccc2cccnc2c1O (stereo not drawn),-28.8,-3.2,-49.0,-15.5,0.8,0.0,108.0,4.5,-2.0
O=C(NC(=S)Nc1ccc(N2CCCC2)cc1)c1ccccc1[N+](=O)[O-],-1.1,-0.7,-9.2,16.5,-0.6,-2.0,97.0,0.0,-3.9
CCN(CC)C(=O)c1ccc(COc2ccc(Cl)c(C)c2)o1,-22.0,0.0,0.8,11.5,-8.8,9.0,107.0,2.4,-2.3
CCc1ccc(N2CC(C(=O)Nc3ccccc3F)CC2=O)cc1 (stereo not drawn),-23.4,-2.9,7.3,34.8,-8.8,3.0,105.0,-1.5,-2.3
O=[N+]([O-])c1cc(/C=N/OCc2c(Cl)cccc2Cl)ccc1N1CCOCC1,-3.9,0.5,17.0,28.9,-12.9,-4.0,101.0,-1.1,-1.3
COC(=O)c1c(NC(=O)CSc2nnc(-c3ccco3)n2Cc2ccccc2)sc(C)c1C,-9.1,-4.8,-4.5,-11.8,0.3,-2.0,92.0,-9.1,-4.4
CCC(SC1=NCCS1)C(=O)Nc1ccc(S(N)(=O)=O)cc1 (stereo not drawn),-21.6,-2.0,-1.0,2.3,-10.8,-1.0,108.0,3.2,-2.9
CCNc1nc(Cl)nc(NCCOc2ccc(C)cc2)n1,0.7,0.0,28.7,26.5,6.5,1.0,98.0,-9.8,-1.7
CC(=O)Nc1c(C(=O)C2CC2)oc2ccccc12,0.6,1.7,11.1,0.4,-3.9,1.0,98.0,-1.4,-1.6
COc1ccc2c(c1OC)C(=O)N(c1nccs1)C2,0.2,0.7,24.1,-5.3,-2.4,7.0,101.0,6.7,-0.2
CSCC(NS(=O)(=O)c1ccc(C)cc1)C(=O)O (stereo not drawn),5.0,-4.8,3.5,0.7,8.3,-8.0,91.0,4.3,-1.5
Brc1ccc(-c2nc3ncccn3c2NC2CCCCC2)o1,-1.1,0.2,28.6,14.4,1.8,8.0,123.0,-1.1,-2.2
CCN(CC)Cc1cc(NC2=NS(=O)(=O)c3ccccc32)ccc1OC(=O)C(C)C,3.9,-3.2,6.1,1.6,2.3,1.0,110.0,-4.8,-7.0
Cc1ccc(C(=O)NNc2ncnc3c2cnn3C)cc1,-8.2,-2.3,7.0,-20.7,-2.9,-8.0,95.0,16.9,-3.3
O=C(CSc1nccc(=O)[nH]1)c1ccco1,0.8,-2.9,11.4,-7.1,3.3,0.0,105.0,0.6,-2.5
O=C(Nc1ccc(F)cc1)N1CCCC(c2nc3c(nnn3Cc3ccccc3Cl)c(=O)[nH]2)C1 (stereo not drawn),-7.5,-1.9,13.9,8.1,-6.6,-2.0,100.0,-2.4,-2.1
O=[N+]([O-])c1cccc(C(=S)N2CCN(c3ccccc3)CC2)c1,3.9,-0.1,-14.1,24.3,-0.9,-2.0,103.0,8.2,-2.2
Cc1ccc(-n2c(SCC(=O)NCC3CCCO3)nc3n[nH]c(C)c3c2=N)cc1Cl (stereo not drawn),-28.8,-2.0,2.2,8.0,5.7,-8.0,99.0,1.8,-1.8
COc1ccc2c(CC(=O)OCC(=O)Nc3ccc4c(c3)OCO4)coc2c1,-9.2,-0.4,7.2,4.9,1.0,-3.0,94.0,4.4,-2.7
CCC1/C(=N\O)CC(c2ccco2)NC1c1ccco1 (stereo not drawn),0.1,-7.9,-10.6,3.0,2.8,3.0,112.0,2.1,-2.6
Cn1c(Cn2c3ccccc3c3ccccc32)n[nH]c1=S,-12.3,-3.7,-2.6,0.6,-1.1,9.0,96.0,23.9,-4.7
CCCc1cc(=O)oc2c(C)c(OCC(=O)Nc3ccc(CN4CCOCC4)cc3)ccc12,15.1,3.4,-6.3,22.9,-49.4,3.0,108.0,-1.8,-1.7
Cc1ccc(NC(=O)Cn2nnc3ccccc32)cc1,11.5,-3.7,-0.4,6.3,1.6,-5.0,92.0,8.4,-2.9
Cc1cc2cc3c(cc2nc1SCC(=O)Nc1nc(C)c(C)s1)OCO3,-6.3,0.7,4.0,39.1,-5.0,-3.0,97.0,9.5,3.3
CC(=O)N1CCN(C(=O)CSc2nnc(C)n2-c2ccccc2)CC1,-3.7,2.2,-2.9,-1.7,2.0,1.0,104.0,-10.1,-1.1
O=c1ccc(-c2ccccc2)nn1Cc1ccccc1F,-22.8,-2.1,3.5,9.8,-4.2,12.0,105.0,-3.6,-2.1
C(=Nc1cccc2c(N=Cc3ccco3)cccc12)c1ccco1,-0.9,-1.1,u,5.8,37.2*,-3.0,91.0,16.9,16.2*
CC(C)(O)c1cc(=O)sc2nc3ccccc3n12,1.0,-0.3,3.0,6.2,-0.9,-1.0,103.0,3.8,-4.5
OCC1CCN(Cc2nc(Cc3ccccc3Cl)no2)CC1,-4.5,-3.0,16.9,10.0,2.2,-1.0,101.0,-4.9,-1.4
C=CCc1ccccc1OCCn1nnc2ccccc21,-15.6,-0.9,-2.8,11.0,-9.5,1.0,99.0,-0.5,0.8
C=CCSc1ncccc1C(=O)NCc1ccccc1,0.7,-1.8,29.2,17.1,8.4,0.0,102.0,-0.9,-2.4
COc1cc(OC)cc(-c2nc(-c3cccs3)no2)c1,-3.3,-2.1,11.4,17.2,1.6,7.0,107.0,-7.3,-4.2
O=C(c1cc2cc(F)ccc2[nH]1)N1CCN(Cc2ccc3c(c2)OCO3)CC1,-10.8,-2.6,10.3,19.3,-17.6,0.0,100.0,8.1,-2.3
Cc1nc(C)c(C(=O)NNS(=O)(=O)c2ccccc2)s1,-3.0,-4.2,4.3,x,5.1,0.0,107.0,9.6,-1.2
COCC1CCN(C(=O)c2ccc(OC)c(OC3CCN(C(C)C)CC3)c2)CC1,2.0,-3.5,4.4,2.9,5.4,3.0,100.0,-6.5,-2.7
N/C(=N\OC(=O)c1cnn(-c2ccccc2)c1C(F)(F)F)c1cc(C(F)(F)F)cc(C(F)(F)F)c1,-2.3,-3.5,5.3,24.5,-7.9,-9.0,92.0,-20.6,-3.0
CC(C)NS(=O)(=O)c1ccc(CCC(=O)N2CCc3ccccc3C2)cc1,-30.3,-3.8,9.2,-1.5,-20.9,-6.0,93.0,1.2,0.3
CCCCN(CCCC)CCNC(=O)CN1C(=O)COc2ccc(S(=O)(=O)N3CCOCC3)cc21,19.9,-5.5,-3.9,-11.3,12.7,5.0,103.0,7.5,0.3
CC1CCC(C(C)C)C(OCC(O)CNC(C)(C)C)C1 (stereo not drawn),17.3,-6.0,-7.6,41.0,-16.4,1.0,100.0,5.5,-3.2

# Random excerpt: 2 compounds from above.
SMILES,FID counter,VIM-2 inhibitor,SUMO HTRF inh,NALP1 yeast inh,HCV NS3 hel inh,MEKK2mut PB1 HTS,MEKK2 WT-MEK5,M18AAP inhibitor,IMP-1 inhibitor
CC1CCC(C(C)C)C(OCC(O)CNC(C)(C)C)C1 (stereo not drawn),17.3,-6.0,-7.6,41.0,-16.4,1.0,100.0,5.5,-3.2
CC(C)NS(=O)(=O)c1ccc(CCC(=O)N2CCc3ccccc3C2)cc1,-30.3,-3.8,9.2,-1.5,-20.9,-6.0,93.0,1.2,0.3

# (next part)
SMILES,FID counter,VIM-2 inhibitor,SUMO HTRF inh,NALP1 yeast inh,HCV NS3 hel inh,MEKK2mut PB1 HTS,MEKK2 WT-MEK5,M18AAP inhibitor,IMP-1 inhibitor
CCn1nc(CC(=O)Nc2nnc(CC(=O)N3CCCCC3)s2)c2ccccc2c1=O,-18.6,-0.4,-6.2,7.2,-2.4,x,x,10.7,-1.6
O=C(Nc1cccc2ccccc12)N1CCN(Cc2ccccc2)CC1,0.8,-2.1,18.1,0.2,3.5,1.0,103.0,3.1,-2.0
COC(=O)c1cc(C#N)c(Oc2cccc(C)c2C)nc1C,-3.1,-0.6,-2.6,15.1,11.0,5.0,105.0,5.9,-3.2
CCN(CC(=O)NCc1cccs1)C(=O)c1ccc(S(=O)(=O)N(C)C)cc1,-5.5,-2.6,14.1,-11.2,7.3,5.0,101.0,-4.2,-0.9
COc1ccc(N2CCN(C(=O)c3cc4c(C)nc5ccccc5c4o3)CC2)cc1,-27.3,4.5,-2.4,24.1,-13.5,-17.0,91.0,-0.6,0.5
O=C(Cc1c(Cl)cccc1Cl)Nc1cccnc1,1.9,-2.3,0.1,11.6,6.3,-5.0,101.0,-1.5,-2.5
Cc1cccc2cc(CN(CC3CCCO3)C(=S)Nc3ccccc3)c(=O)[nH]c12 (stereo not drawn),-18.9,-1.1,-11.6,22.2,1.4,-2.0,96.0,7.8,-0.7
CC(OC(=O)CNC(=O)c1ccc2ccccc2c1)C(=O)NC1CCCCC1C (stereo not drawn),-43.2,0.5,1.2,-17.2,-15.8,7.0,102.0,-5.2,-4.3
O=C(NC1CCCCC1)C(c1cccnc1)N(C(=O)c1csnn1)c1ccccc1F (stereo not drawn),-22.8,-0.7,2.5,9.1,-6.9,1.0,102.0,-9.2,-3.7
Cc1ccc(C(=O)c2cnc3ccccc3c2-c2ccccc2)cc1,-16.7,-2.0,-11.9,6.4,-16.8,0.0,101.0,-1.1,-0.6
NS(=O)(=O)c1ccc(CCNC(=O)CSc2ccsc2[N+](=O)[O-])cc1,-0.8,-1.8,10.4,17.6,-0.3,-3.0,93.0,-4.7,-1.7
Cc1ccccc1N(CC(=O)O)S(C)(=O)=O,2.3,-1.5,24.4,-8.8,10.1,7.0,106.0,-9.8,-1.0
Cc1cc(Cl)c2oc(C(=O)N3CCN(c4cccc(C)n4)CC3)c(C)c2c1,-24.9,-4.2,-18.5,10.7,-24.6,2.0,106.0,-6.3,-6.5
CC(C)CN(C(=O)CN1CCCCCC1)c1c(N)n(CC(C)C)c(=O)[nH]c1=O,-1.9,-1.9,-20.9,27.0,4.7,-11.0,81.0,-20.1,-1.4
O=C(NC1CCCCCC1)c1ccc(CS(=O)(=O)Cc2ccccc2F)o1,-37.2,-3.3,10.2,12.6,4.8,2.0,107.0,6.2,-1.9
COCCN1C(=O)N(c2cccc(OC)c2)C(=O)C1CC(=O)Nc1ccc(OC)cc1 (stereo not drawn),-10.0,-2.9,1.5,1.8,-0.4,7.0,102.0,-2.1,-3.4
COc1cc(CN2CCNC(=O)C2CC(=O)N2CCCO2)cc(OC)c1 (stereo not drawn),-10.3,-0.6,9.2,-5.0,-5.0,-11.0,91.0,-9.3,-0.1
CCCCOCCCNC(=O)CCCOc1ccccc1,-15.4,-0.8,5.8,-35.4,0.3,6.0,102.0,-2.0,-0.8
CCO[C@H]1OC(C(=O)N2CCOCC2)=C[C@@H](c2coc3ccccc3c2=O)[C@@H]1CCCO,-20.2,-1.1,6.4,-5.2,2.6,1.0,106.0,2.4,-2.5
COc1ccc2[nH]cc(/C=N/NS(=O)(=O)c3ccc(C)cc3)c2c1,5.9,-4.2,-8.0,x,-11.8,16.0,104.0,-1.6,-1.6

# Screens (PubChem BioAssay)
